GLP1R cytotox: qHTS of GLP-1 Receptor Inverse Agonists: Cytotox Screen | HEK293 cAMP-luciferase reporter cells, luminescence, 24 h | Potency, µM (highest dose often 38.3 µM), for the others: at the highest dose activity change, negative = inhibition, actives largely listed as inhibitors | 410,000 tested, 0.13% active | AID 624418, 2012;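 also: loss of luciferase light is scored as toxicity; potency is read from the fitted curve at half-maximal effect; % is scaled to controls: 0 for no effect and ±100 for the full control effect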
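Here, cytotoxicity is scored as loss of luminescence. The MLSMR collection was tested on cells seeded in medium containing 10% Nu serum, with a 24 hr compound exposure preceded by 12 hours of culture.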
DRD3 agonist: qHTS of D3 Dopamine Receptor Agonist: qHTS | AID 652048, 2013 | max activation, % | D3R DiscoveRx beta-arrestin cells, luminescence, 90 min | 410,000 tested, 0.58% active; in the data active = max activation above about 30%; also: 0% is about no effect; mostly tested at two doses, the higher about 12 µM
Target sequence (P35462 whole entry, looked up): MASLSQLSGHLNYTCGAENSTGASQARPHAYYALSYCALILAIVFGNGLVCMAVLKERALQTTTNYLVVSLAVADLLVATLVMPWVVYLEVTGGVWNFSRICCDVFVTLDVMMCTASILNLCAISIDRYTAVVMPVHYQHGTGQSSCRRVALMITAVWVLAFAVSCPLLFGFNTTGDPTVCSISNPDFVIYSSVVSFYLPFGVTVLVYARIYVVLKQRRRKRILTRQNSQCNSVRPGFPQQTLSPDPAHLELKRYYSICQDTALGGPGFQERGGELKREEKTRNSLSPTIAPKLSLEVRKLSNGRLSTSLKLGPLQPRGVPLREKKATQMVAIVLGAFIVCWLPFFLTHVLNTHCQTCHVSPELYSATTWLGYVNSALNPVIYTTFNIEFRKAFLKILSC
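Agonist-mode cell screen: cells plated at 1500/well and incubated overnight at 37 °C, then exposed to library compounds for 90 min at 37 °C. Detection reagent was added for 30–60 min at room temperature, and luminescence was read.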
KB-V1 MDR tox: qHTS assay for MDR1-selective chemotherapeutics: Primary screen using the drug-selected MDR subline cells KB-V1. KB-V1 MDR cells viability, CellTiter-Glo, 72 h. Potency, µM (doses to about 46.1 µM), without a hit: at the highest dose activity change, negative = cytotoxicity, actives largely listed as cytotoxic. 400,000 tested, 3.4% active; also: potency is read from the fitted curve at half-maximal effect; % is scaled to controls: 0 for no effect and ±100 for the full control effect; nearly all actives have a fitted effect of over 60% in size
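Drug-selected KB-V1 cells, grown in DMEM lacking phenol red with 10% FBS, receive compound titrations; after three days at 37 degrees C, surviving cell ATP is quantified by CellTiter-Glo luminescence and responses normalized and curve-fitted.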
GLP1R inv ag: qHTS of GLP-1 Receptor Inverse Agonists (Inhibition Mode) | 410,000 tested, 1.6% active | HEK293 GLP-1R CRE-luciferase, luminescence, 24 h; GLP-1R form is constitutively active | Glucagon-like peptide 1 receptor (Homo sapiens), P43220 | AID 624417, 2012 | Potency, µM (titrated, usually from 38.3 µM), for the others: at the highest dose activity change, negative = inhibition, usual class: inhibitors; also: potency is read from the fitted curve at half-maximal effect; % is scaled to controls: 0 for no effect and ±100 for the full control effect; nearly all actives have a fitted effect of over 55% in size
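Inverse agonism was detected as reduced cAMP-driven luciferase luminescence after 24 h compound treatment. The cells were HEK293 clones expressing constitutively active human GLP-1R with the reporter. Reporter-only and GPR119 cell lines served as counterscreen controls.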
PTHR1 ag: qHTS for PTHR1 Agonists: Primary Screen; Parathyroid hormone/parathyroid hormone-related peptide receptor (Homo sapiens), Q03431; HEK293 GP2 PTHR1 cells, GloSensor cAMP luminescence, 1 h; Potency, µM (doses to about 115 µM), without a hit: at the highest dose activation, most hits filed as activators; 410,000 tested, 0.075% active; AID 743266, 2014; also: potency is read from the fitted curve at half-maximal effect; nearly all actives have a fitted effect of over 55% in size; some results filed as inactive show a strong effect at the top dose; inactives centre near -15; many of its hits are not listed in these tables
Target sequence (Q03431 whole entry, looked up): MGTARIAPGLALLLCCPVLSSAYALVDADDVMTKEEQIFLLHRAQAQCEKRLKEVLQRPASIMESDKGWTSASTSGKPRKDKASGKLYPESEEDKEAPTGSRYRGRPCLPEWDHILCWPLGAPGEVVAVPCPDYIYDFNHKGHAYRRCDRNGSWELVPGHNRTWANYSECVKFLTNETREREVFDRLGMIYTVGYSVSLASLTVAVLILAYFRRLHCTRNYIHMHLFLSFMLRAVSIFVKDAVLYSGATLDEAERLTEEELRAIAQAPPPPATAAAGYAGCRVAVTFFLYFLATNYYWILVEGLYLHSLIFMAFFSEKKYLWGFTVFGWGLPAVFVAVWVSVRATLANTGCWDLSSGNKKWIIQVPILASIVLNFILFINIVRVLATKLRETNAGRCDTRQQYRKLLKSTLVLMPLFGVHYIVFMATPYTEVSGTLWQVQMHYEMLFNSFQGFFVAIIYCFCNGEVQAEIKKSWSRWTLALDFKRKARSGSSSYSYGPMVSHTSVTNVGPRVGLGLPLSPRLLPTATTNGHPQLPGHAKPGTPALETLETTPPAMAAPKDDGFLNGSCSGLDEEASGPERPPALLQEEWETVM
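HEK-293-derived GP2 cells expressing PTHR1 and a GloSensor cAMP reporter, 3,000/well, plated overnight, given luciferin plus IBMX (each 0.5 mM as added) for 1 h at 37 °C, then compound for 1 h at 37 °C. Luminescence was read after 15 min at room temperature.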
aSyn rescue: qHTS of alpha-syn Inhibitors; Yeast expressing alpha-synuclein, growth rescue, BacTiter-Glo, 24 h; Potency, µM (doses to about 46.1 µM), for the others: at the highest dose growth rescue (activation), usual class: activators; 370,000 tested, 0.14% active; also: potency is read from the fitted curve at half-maximal effect; % of control where 0% means no effect; nearly all actives have a fitted effect of over 65% in size
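Rescue of yeast growth: cells expressing toxic alpha-synuclein, induced in galactose at OD600 0.02, incubated with compound 24 h at 30 C. ATP luminescence quantified growth; inhibitors of toxicity appear as activators.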
D3 antag: qHTS of D3 Dopamine Receptor Antagonist: qHTS; D(3) dopamine receptor (Homo sapiens), P35462; D3R cells, DiscoveRx beta-arrestin luminescence, antagonist mode; active compounds read low; max response, negative = inhibition, %; 360,000 tested, 2.5% active; AID 652054, 2013; in the data active = max response below about -50%; inconclusive = no clear call, values can overlap the other calls; also: % is scaled to controls: 0 for no effect and ±100 for the full control effect; mostly tested at two doses, the higher about 12 µM
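Cells expressing the human receptor were seeded at 1500 cells/well, incubated overnight at 37 degrees C in 5% CO2, then exposed to library compounds with dopamine controls for 90 minutes at 37 degrees C before luminescent detection.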
TDP-43 yeast inh: qHTS of TDP-43 Inhibitors; 410,000 tested, 1.8% active; AID 652104, 2013; Potency, µM (highest dose often 46.1 µM), without a hit: at the highest dose growth rescue (activation), most hits filed as activators; TDP-43 expressing yeast growth rescue, BacTiter-Glo, 24 h; also: potency is read from the fitted curve at half-maximal effect; % of control where 0% means no effect; nearly all actives have a fitted effect of over 50% in size
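Readout is BacTiter-Glo luminescence of cell growth, so inhibitors register as activators. TDP-43-expressing yeast at OD600=0.02 in galactose medium, after raffinose pregrowth to mid-log, were incubated with compound for 24 hr at 30 deg C.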
GLP-1R agonist: qHTS of GLP-1 Receptor Agonists; Glucagon-like peptide 1 receptor (Homo sapiens), P43220; HEK293 GLP-1R CRE-luciferase, luminescence, 4-6 h; cells express a hypersensitive GLP-1R form; Potency, µM (titrated, usually from 45.6 µM), for inactives: at the top dose activation, usual class: activators; 380,000 tested, 0.007% active; AID 624172, 2012; also: potency is read from the fitted curve at half-maximal effect; % of control where 0% means no effect
Numbers without * were called inactive; i = inactive; ? = inconclusive; . = no result given; & = joins results of further samples; [ ] = another dose, or the depositor's remark. Unless noted, calls follow the shape of the dose curve; as a rule, active = well fitted curve in the direction sought with a large enough effect; inconclusive = small, poorly fitted or top-dose-only effect, or another doubt; inactive = no such curve, though single readings can be large; an effect the other way counts as inactive or inconclusive. These rows are one share of the data; rates above refer to the full screens.

SMILES | GLP1R cytotox | DRD3 agonist | KB-V1 MDR tox | GLP1R inv ag | PTHR1 ag | aSyn rescue | D3 antag | TDP-43 yeast inh | GLP-1R agonist
CCCCOc1ccccc1NC(=O)CC1Sc2ccccc2NC1=O (stereo unspecified) | 10% | 4 | 0% | 13% | -21% | -8% | . | -13% | -5%
CCCc1nnc(NC(=O)CCC(=O)NC2CC2)s1 | -9% | -5 | 2% | 6% | -23% | -13% | 2 | 8% | -2%
O=c1c2ccccc2nc2c3ccccc3c(NCc3cccnc3)nn12 | 16% | 2 | 20% | 22% | ? | 0% | 2 | 17% | -3%
O=C(Nc1nnc(C2=COCCO2)o1)c1ccc(Cl)cc1 | ? | -21 | -30% | -20% | i | -4% | -20 | ? | 0%
CC(NC(=O)Cc1ccccc1F)c1ccc(F)cc1 (stereo unspecified) | 6% | -5 | 1% | -9% | i | -1% | 1 | ? | 8%
C[C@@H]1CN([C@@H](C)CO)C(=O)c2cc(Br)cnc2O[C@@H]1CN(C)C(=O)CN(C)C | 15% | -4 | -3% | 8% | -15% | -4% | -16 | 15% | -5%
Cc1cc(OCCn2cc(/C(N)=N/O)c3ccccc32)ccc1Cl | -8% | 2 | 0% | ? | i | -37%[inhibitor] | -7 | -4% | 22%
Cc1nc(SCC(=O)N2CC(=O)Nc3ccccc32)c2c(C)c(C)sc2n1 | ? | 14 | -24% | -118% | -6%[57.5 µM] | 7% | 14 | -17% | 13%
O=C(C[n+]1cccc(CNC(=O)c2ccc(OC(F)F)cc2)c1)c1ccccc1 | -4% | -9 | -1% | -3% | 6% | 0% | -10 | -6% | 0%
O=C1C(Cc2ccccc2)Nc2ncnc(N3CCCCC3)c2N1Cc1ccc(Br)cc1 (stereo unspecified) | 11%&0% | -46&-21 | ? | ? | -50%&-13% | ? | -99* | 6%&4% | 9%&3%
CC1=CC(C)(C)Nc2ccc(Cc3ccc4c(c3)C(C)=CC(C)(C)N4)cc21 | -15% | 0 | -4% | 2.8µM* | -34%[inhibitor] | 2% | -4 | -7% | -1%
COCC(C)n1c(C)cc(C(=O)COC(=O)c2oc3ccccc3c2C)c1C (stereo unspecified) | -14% | 2 | ? | ? | -19%[57.5 µM] | 8% | 20 | -14% | 5%
CCCCOc1ccc(C(=O)N/C(=C/C=C/c2ccccc2)C(=O)N2CCOCC2)cc1 | -17% | -2 | 0% | ? | ? | 11% | -4 | 8% | -4%
c1nc(NC2CCCC2)c2[nH]cnc2n1 | 4% | 1 | 15%&0% | 11% | -18% | 2%&0% | 17 | 14% | 6%
O=S(=O)(c1ccc(NC(=S)N/N=C/c2ccc(N3CCOCC3)cc2)cc1)N1CCOCC1 | -21% | 7 | 5% | 30% | i | 0% | 2 | 6% | -1%
COc1ccc(NC(=O)N(C)C[C@H]2OCc3cn(nn3)CCCC(=O)N([C@@H](C)CO)C[C@@H]2C)cc1 | -3% | 4 | 0% | 7% | -24% | 0% | -1 | 19% | -4%
CC(=O)Nc1ccc(C(=O)CSc2nnnn2C)cc1 | 6% | 1 | 1% | 5% | i | 0% | 18 | -24% | 2%
CN(C)c1ccc(C(=O)C(=O)c2ccccc2)cc1 | -6% | -1 | -4% | 2% | i | 2% | -9 | 11% | 17%
Cc1cn(C)c(=O)n(C)c1=O | -16% | -8 | -18% | -23% | -16% | -9% | 2 | 12% | -4%
Cc1ccc(OCC(=O)NC(=S)Nc2ccccn2)c(Br)c1 | 3% | -4 | -7% | -20% | -50% | -9% | 1 | -5% | -5%
Cc1ccc2nc(Cl)c(C3CC(c4cccs4)=NN3C(=O)CCCC(=O)O)cc2c1 (stereo unspecified) | -2% | 32* | ? | 15% | -7% | 2% | 12 | -17% | 2%
Cc1ccn2cc(-c3cc4ccccc4oc3=O)nc2c1 | 0%[0.307 µM] | -9 | ? | -2%[0.307 µM] | -79% | -9% | -4 | 19% | -12%
O=C(COc1ccc(Cl)cc1)N(Cc1cccs1)C1CCS(=O)(=O)C1 (stereo unspecified) | -13% | -2 | -15% | -11% | -77%[inhibitor] | 8% | 8 | -7% | -1%
COCCN(C(=O)COc1ccc(Cl)cc1)c1nnc(-c2cccnc2)s1 | -13% | -3 | -5% | -1% | -13%[57.5 µM] | 5% | 39 | 2% | -13%
Cc1ccccc1NC(=O)NC1(C(=O)N2CCC(O)CC2)CCCCC1 | -4% | 0 | 20% | 18% | i | -5% | 5 | -17% | 0%
CCOC(=O)c1ccc(N(C(=O)c2ccco2)C(C(=O)NC2CCCCC2)c2ccncc2)cc1 (stereo unspecified) | -18% | 4 | -24% | -15% | ? | -1% | 28 | -2% | 3%
CCO/C([O-])=N/c1c[n+](N2CCOCC2)no1 | -6%&-13% | 20&-10&-15 | 10%&11% | 4%&3% | -4% | -5%&-1%&-5% | 17&-11 | 19%&14% | 6%
COc1ccc(CCNC(=O)Cn2c(=O)c3sccc3n(CC(=O)Nc3cccc(C(F)(F)F)c3)c2=O)cc1OC | 21% | -6 | . | 13% | 2% | . | . | 2% | .
COc1ccc(-c2nnc(SCC(=O)NCCc3ccc(S(N)(=O)=O)cc3)o2)cc1OC | -8% | 2 | 1% | 31% | i | 6% | 25 | 19% | 4%
O=C(Nc1ccc(N2CCOCC2)c(Cl)c1)c1cccc(F)c1 | 4% | -5 | -25% | ? | -18% | -10% | -12 | 24% | 15%
O=C(N=Nc1c(O)[nH]c2ccccc12)c1ccccc1NS(=O)(=O)c1cccs1 | -22% | -15 | -24% | -29% | i | -8% | -24 | 0% | -10%
COc1ccc(C)cc1Nc1nc(N)c2cc(OC)c(OC)cc2n1 | ? | -3&0 | ? | ? | -16%&18% | -7% | -5 | ? | 13%
CC1CCCCN1C(=O)CSc1nc2c(c(=O)n(C)c(=O)n2C)n1C (stereo unspecified) | 0% | 3 | 3% | 2% | -8% | 1% | 15 | 3% | 10%
O=C(c1ccc(Br)o1)N1CCN=C1SCc1cccnc1 | -12% | -14 | 1% | 11% | -29% | -7% | -1 | -3% | -3%
O=C(Nc1ccc([N+](=O)[O-])cc1)c1cccc(S(=O)(=O)Nc2cccnc2)c1 | -10% | 2 | 0% | ? | -22% | -5% | -16 | -12% | 3%
CN(C(=O)COC(=O)C1CCN(S(=O)(=O)c2c(Cl)cccc2Cl)CC1)c1ccccc1 | -11% | -7 | -24% | ? | -51%[inhibitor] | 3% | -3 | 21% | 12%
CCOC(=O)c1sc(Nc2nc3c(OC)cccc3s2)cc1C | 60%[activator] | 12 | ? | -23% | -25% | 0% | 0 | 22µM* | -30%[inhibitor]
Cc1cc(C)c(NC(=O)C2=COCCO2)c(C)c1 | -1% | 6 | 3% | 37%[activator] | i | -10% | -1 | -10% | 6%
CCOc1ccccc1N(CC(=O)NCC1CCCO1)C(=O)CNS(=O)(=O)c1ccccc1 (stereo unspecified) | -5% | -6 | -7% | -19% | -21% | -10% | 0 | -23% | 8%
Cc1cc(NC(=O)c2cc3ccccc3oc2=O)no1 | 8% | -1 | 0% | -12% | -8%[57.5 µM] | 3% | 42 | -17% | -11%
Cc1c(C(=O)NC(=S)NCC(C)C)oc2ccccc12 | -7% | -1 | 0% | 2% | i | -3% | 3 | -5% | -3%
CC[C@]12c3[nH]c4ccccc4c3CCN1C(=O)C(CC(=O)NC/C=C(\C)CCC=C(C)C)C[C@@H]2C(=O)N1CCN(C(=O)C2CC2)CC1 (stereo partly specified) | -3% | -40 | 0% | ? | -19% | -10% | -5 | 0% | 5%
Cc1cccc(NC(=O)CCCc2ccccc2)c1C | -9% | 3 | 0% | -25% | i | 4% | 1 | 21% | -3%
Cc1cc(C)c(S(=O)(=O)c2ccccc2)c(OC(=O)c2cc(F)c(F)cc2Cl)n1 | -20% | 3 | -4% | -9% | i | -17% | 26 | -34%[inhibitor] | -1%
NC(=NCCc1ccccc1)NS(=O)(=O)c1ccccc1F | -31% | 4 | 2% | -24% | -27% | -3% | 7 | 16% | 8%
C=CCN1C(=O)c2ccc(C(=O)NCCc3ccc(OC)c(OC)c3)cc2C1=O | 8% | 5 | 5% | 1% | i | -5% | 14 | 3% | -3%
CCn1c(=O)cc(SCC(=O)NCc2ccc(F)cc2Cl)c2ccccc21 | -1% | 5 | -24% | 10% | i | . | . | 6% | .
COc1ccccc1N1CCN(S(=O)(=O)c2cc(C)sc2C)CC1 | 7% | -1 | 15% | 10µM* | -16% | 5% | -15 | 6% | -5%
CCN(CC)Cc1nc2c(c(=O)[nH]1)C(CC)(CC)Cc1ccccc1-2 | 2% | -3 | ? | 9% | 0% | -2% | -19 | 6% | 15%
Brc1ccc(/C=N/n2cnnc2)s1 | 8% | 0 | ? | 10% | i | 10% | -8 | -7% | 20%
O=C1CCC(C(=O)N2CCCCO2)CN1Cc1ccc(Cl)cc1 (stereo unspecified) | 8% | -18 | -3% | 3% | -29% | -6% | ? | 4% | 3%

Compound profiles, as listed above. Order of values: GLP1R cytotox, DRD3 agonist, KB-V1 MDR tox, GLP1R inv ag, PTHR1 ag, aSyn rescue, D3 antag, TDP-43 yeast inh, GLP-1R agonist
CN(C)c1ccc(C(=O)C(=O)c2ccccc2)cc1 across the screens: -6%, -1, -4%, 2%, i, 2%, -9, 11%, 17%
COc1ccc(CCNC(=O)Cn2c(=O)c3sccc3n(CC(=O)Nc3cccc(C(F)(F)F)c3)c2=O)cc1OC across the screens: 21%, -6, ., 13%, 2%, ., ., 2%, .

Assay outcomes deposited in PubChem by National Center for Advancing Translational Sciences (NCATS).
